USP2a inh = blocks human ubiquitin-specific protease USP2a. USP2 core, Ub-CHOP2 coupled fluorogenic reporter, 485/531. 330,000 tested, 0.01% active. Potency, µM (doses to about 38.3 µM), without a hit: top-dose activity change, negative = inhibition, hits mostly inhibitors. AID 463254. O75604;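 further: potency means the concentration at half of the fitted maximal effect; plate controls were DMSO wells for no effect and full inhibition by NEM control for full effect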
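USP2 core (10nM final) preincubated 30min RT with compound in 20mM Tris-HCl pH 8.0, 2mM CaCl2, 2mM beta-mercaptoethanol, 0.05% CHAPS; 25nM Ub-CHOP2 plus 25nM reporter substrate added, fluorescence (Ex485/Em531) read after 60min.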
uPA surface inh = cell surface uPA generation inhibition; Potency, µM (highest dose often 38.3 µM), for the others: at the highest dose activity change, negative = inhibition, usual class: inhibitors; 330,000 tested, 0.31% active; cell surface uPA generation assay, qHTS; AID 540303; active means well fitted inhibition curve with a large enough effect; inconclusive means small, poorly fitted or top-dose-only effect; inactive means no such curve, though single readings can be large or run the other way; tested in mouse RAW 264.7 cells; further: potency means the concentration at half of the fitted maximal effect; nearly all actives have a fitted effect of over 55% in size
Eya2 inh = inhibitors of human Eya2 phosphatase activity. recombinant Eya2, OMFP fluorescence dephosphorylation (OMFP is methylfluorescein phosphate). Potency, µM (series often up to 76.9 µM), inactives show at the top dose activity, negative = inhibition, actives largely listed as inhibitors. 330,000 tested, 0.006% active; further: potency means the concentration at half of the fitted maximal effect
Target sequence (O00167 whole entry, looked up): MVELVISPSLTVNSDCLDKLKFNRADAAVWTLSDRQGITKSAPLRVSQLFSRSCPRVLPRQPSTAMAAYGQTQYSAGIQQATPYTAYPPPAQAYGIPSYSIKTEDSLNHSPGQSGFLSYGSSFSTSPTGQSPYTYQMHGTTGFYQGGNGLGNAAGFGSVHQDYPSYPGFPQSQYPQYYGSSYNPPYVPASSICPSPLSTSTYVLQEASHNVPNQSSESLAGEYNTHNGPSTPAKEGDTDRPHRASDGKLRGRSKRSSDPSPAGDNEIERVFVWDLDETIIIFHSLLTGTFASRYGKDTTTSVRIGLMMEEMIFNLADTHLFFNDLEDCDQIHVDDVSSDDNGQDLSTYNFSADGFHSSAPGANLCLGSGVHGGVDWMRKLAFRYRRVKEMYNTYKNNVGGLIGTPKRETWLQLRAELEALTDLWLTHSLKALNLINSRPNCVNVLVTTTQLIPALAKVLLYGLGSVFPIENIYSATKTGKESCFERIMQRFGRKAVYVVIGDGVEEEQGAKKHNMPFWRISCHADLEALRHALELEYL
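Eya2 (0.2 uM) preincubated 10 min at ambient with compound, then OMFP substrate added at 50 uM; 10 min reaction in 50 mM HEPES pH 7.5, 50 mM NaCl, 5 uM MgCl2, 0.05% BSA, 1 mM DTT. Fluorescence read at Ex 485/Em 525 nm.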
hERG WT inh = KCNH2 (human, wildtype) channel inhibition | activity change, % at 1.84 µM | 340,000 tested, 0.37% active | Q12809 | U2OS, BacMam KCNH2, thallium flux FluxOr; hits give low values;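 active means maximum activity change below -70%; inconclusive means maximum activity change between -70% and -50%; inactive means maximum activity change above -50%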
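U2OS cells were transduced with wild-type KCNH2 virus (2.03 x 10^8 / mL) for 4 h at room temperature, then cultured overnight at 37 C. Thallium flux was read with FluxOr dye. Rate constants were normalized to DMSO controls.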
BCR signal inh = chronic active BCR signaling inhibition | AID 493014 | 340,000 tested, 0.05% active | Potency, µM (titrated, usually from 46.1 µM), for the others: at the top dose ratio change, negative = lower green/red ratio, actives largely listed as inhibitors | ABC-DLBCL IkBa-CBG/CBR reporter, luminescence ratio, 4 h; active means well fitted inhibition curve with a large enough effect in the signal ratio, with a control signal flat, not every such curve was filed as active; inconclusive means small, poorly fitted or top-dose-only effect, or effect the other way, or a change in a side signal; the % refers to the signal ratio;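 further: potency means the concentration at half of the fitted maximal effect; plate controls were basal doxycycline-induced cells for no effect and cells given 10 µM MG132 for full effect; MG132 reads +100%, hits lower the ratio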
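Doxycycline induced both beetle luciferases in TMD8 lymphoma cells; IKK-driven degradation limits the IkappaBalpha-fused green signal, while red luminescence normalises for cell number and nonspecific effects. Compounds tested up to 46 uM, 4 hrs.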
KCNH2 3.1 block = blocks the human KCNH2 3.1 channel isoform. U2OS KCNH2 3.1, thallium flux FluxOr; hits give low values. activity change, % (tested at about 1.8 µM). 340,000 tested, 0.95% active. AID 720553;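 active means maximum activity change below -70%; inconclusive means maximum activity change from -70% to -50%; inactive means maximum activity change above -50%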;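 further: thallium influx rate constant from kinetic fluorescence after stimulation buffer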
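U2OS cells transduced with KCNH2 3.1 mutant virus (1.77 x 10^8 /mL, 4 h), plated overnight at 37 C, loaded 45 min with FluxOr dye plus Red40 quencher. Thallium flux rate constant from kinetic reads after stimulation buffer, normalised to controls.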
FBPA coupling cs = counter-screen for Giardia aldolase inhibitors: coupling enzyme system | 290,000 tested, 0.67% active | coupling enzyme system counterscreen, AmpLite Red fluorescence | activity change, negative = inhibition, % at 58.2 µM, hits read low | AID 2472; in the data active means activity change below about -30%
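Counterscreen of the coupled detection system alone, without aldolase: glyceraldehyde-3-phosphate coupling enzymes plus AmpLite Red readout. Compounds at 57.5 uM final, 10 min RT preincubation, 20 min RT reaction, fluorescence 525/598 nm.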
B2AR arrestin = beta2AR (human) beta-arrestin recruitment activity. P07550. beta-arrestin recruitment to beta2AR, cell-based reporter. Potency, µM (series often up to 46.1 µM), for the others: at the top dose activation, actives largely listed as activators. 330,000 tested, 0.02% active. AID 492947;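 further: potency means the concentration at half of the fitted maximal effect; 0% = DMSO controls and full agonism = EC100 isoproterenol or metaproterenol; nearly all actives have a fitted effect of over 65% in size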
Giardia killer = Giardia lamblia killing | Giardia lamblia trophozoite viability | activity change, % at 7.66 µM, hits read low | 340,000 tested, 0.15% active | AID 540267; in the data active means activity change below about -80%; inconclusive means between about -30% and that limit;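 further: parasites exposed to compound for two days anaerobically before the ATP read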
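Giardia trophozoites, 100 cells per well, were exposed to compounds for 48 hrs at 37 deg C under anaerobic conditions; viability was then read as ATP content by bioluminescence after 15-30 min at room temperature.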
PKM2 act = PKM2 (human) enzyme activation; AID 1631; 260,000 tested, 0.34% active; purified PKM2, Kinase-Glo ATP luminescence, activation; response scale: 0% is enzyme alone, no compound; Potency, µM (series often up to 57.5 µM), inactives show at the top dose activation, most hits filed as activators; P14618; further: potency means the concentration at half of the fitted maximal effect; nearly all actives have a fitted effect of over 55% in size
Target sequence (P14618 whole entry, looked up): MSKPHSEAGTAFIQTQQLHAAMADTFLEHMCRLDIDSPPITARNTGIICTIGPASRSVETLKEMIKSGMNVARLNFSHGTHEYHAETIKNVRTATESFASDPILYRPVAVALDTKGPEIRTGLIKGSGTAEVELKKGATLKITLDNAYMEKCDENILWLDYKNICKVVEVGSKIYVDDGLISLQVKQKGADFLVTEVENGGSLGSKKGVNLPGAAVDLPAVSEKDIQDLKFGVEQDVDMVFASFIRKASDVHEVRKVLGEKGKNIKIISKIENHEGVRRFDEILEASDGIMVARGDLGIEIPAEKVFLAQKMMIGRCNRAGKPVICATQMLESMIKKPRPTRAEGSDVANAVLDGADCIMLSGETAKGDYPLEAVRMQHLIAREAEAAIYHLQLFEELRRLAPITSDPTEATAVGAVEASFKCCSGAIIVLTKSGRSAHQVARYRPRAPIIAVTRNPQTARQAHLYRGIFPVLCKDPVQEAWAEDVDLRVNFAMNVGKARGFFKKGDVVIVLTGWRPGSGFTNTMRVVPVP
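Kinase-Glo luminescence reports ATP generated from ADP (0.1 mM) and PEP (0.5 mM) by purified hPK-M2 after 1 h at room temperature, pH 7.2 imidazole buffer; intermediate enzyme activity allows detecting inhibitors and activators.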
GALK inhibitor = blocks human galactokinase activity; Purified GALK, Kinase-Glo residual ATP luminescence; Potency, µM (highest dose often 57.5 µM), inactives show at the top dose activity change, negative = inhibition, hits mostly inhibitors; 270,000 tested, 0.007% active; AID 1868; further: potency means the concentration at half of the fitted maximal effect
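Quantitative HTS: GALK 5 nM, ATP 35 uM, galactose 100 uM, 1 h room temperature, then luciferase-based ATP detection.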
Starred values were filed as active, the others as inactive; u = inconclusive; x = no result given; [ ] = remark or other dose. Unless noted, the call rests on the fitted dose curve; in most records, active means well fitted curve in the direction sought with a large enough effect; inconclusive means small, poorly fitted or top-dose-only effect, or another doubt; inactive means no such curve, though single readings can be large; an effect the other way counts as inactive or inconclusive. Unless noted, on the % scale 0 is the no-effect control and ±100 the full control effect.

SMILES	USP2a inh	uPA surface inh	Eya2 inh	hERG WT inh	BCR signal inh	KCNH2 3.1 block	FBPA coupling cs	B2AR arrestin	Giardia killer	PKM2 act	GALK inhibitor
Cc1ccc(NC(=O)CCCC(=O)O)c(Br)c1	1.3%	4.4%	1.6%	2.2	5.0%	17.9	0.8	-0.1%	21.9	0.5%	2.2%
Cc1ccc(/C=N/NC(=O)c2cc3c(ccc4ccccc43)o2)o1	1.3%	-2.4%	-7.4%	-4.0	0.5%	-1.0	-1.7	-0.1%	-1.2	-6.2%	-0.3%
Cc1cccc(NC(=O)/C(=C\c2ccc([N+](=O)[O-])o2)NC(=O)c2ccc(Cl)cc2)c1	-11.7%	-2.5%	-2.9%	14.7	u	-11.9	3.4	-0.3%	-3.7	11.9%	-2.3%
C=CCNC(=S)N1CCC(C(=O)c2ccc(Cl)cc2)CC1	-0.7%	-1.8%	-14.7%	-3.6	-0.6%	-9.4	-0.4	-0.6%	-7.1	4.8%[11.5 µM]	4.3%
CCN1C2=C(C(=O)CCC2)C(c2ccc(O)c(Br)c2)C2=C1CCCC2=O	0.1%	-1.6%	-1.9%	-1.6	1.3%	-0.4	-1.2	0.2%	-4.1	5.2%	-0.1%
O=C(Nc1ccccc1C(F)(F)F)N1CCC(n2c(=O)[nH]c3ccccc32)CC1	0.2%	4.2%	-0.8%	7.8	u	6.6	4.4	-0.4%	-6.4	-21.1%	1.5%
COc1ccc(-n2c(N)c(C(=O)Nc3c(C)n(C)n(-c4ccccc4)c3=O)c3nc4ccccc4nc32)cc1	1.4%	1.0%	-26.4%	-7.3	u	-10.4	-5.7	-0.2%	-15.5	1.2%	0.5%
CCOc1ncccc1C(=O)OC(C)C(=O)NC(=O)NC1CCCCC1 (stereo not given)	0.0%	-4.4%	-13.5%	-11.9	u	0.5	3.3	0.1%	-13.0	-0.7%	4.9%
Cc1cc(C)n2ncc(S(=O)(=O)c3ccccc3)c2n1	2.1%	-0.5%	-5.7%	-1.7	1.5%	-17.6	-0.5	0.2%	7.6	u	-1.9%
Cc1ccccc1CN1CCc2c(OCC(=O)N3CCCc4ccccc43)cccc2C1=O	1.6%	-14.0%	-4.9%	-123.3*	u	-15.0	-3.2	0.0%	2.6	u	1.3%
CCCOC(=O)c1ccc(NC(=O)CCOc2ccccc2)cc1	2.0%	-7.5%	-34.2%	-9.6	u	-5.5	-0.3	0.3%	4.8	3.5%	0.7%
O=C1CC(/C=C/c2ccccn2)=Nc2ccccc2N1	4.5%	x	6.4%	8.6	-2.2%	9.6	1.5	0.3%	13.1	-0.9%	3.3%
O=C(O)CSc1cc(C(=O)c2ccccc2O)cn2c(=O)c3c4c(sc3nc12)CCCC4	0.0%	-1.4%	0.2%	-1.7	u	36.4	17.4	-0.9%	26.7	u	-3.9%
CC(C)[C@@H]1CC[C@@H](C)c2c(-c3ccccc3)n[nH]c21	0.0%	1.8%	16.7%	3.6	u	3.7	1.1	-0.2%	-1.7	2.7%	2.3%
O=C(CCN1CCCCCC1)c1ccccc1	0.9%	-4.7%	-4.9%	4.9	2.9%	-9.1	-0.3	-0.6%	5.2	-0.1%	-5.1%
CCOP(=O)(NC12CC3CC(CC(C3)C1)C2)NC12CC3CC(CC(C3)C1)C2	0.2%	3.5%	-12.1%	-2.4	-2.8%	22.4	-0.1	-0.5%	-5.9	x	1.3%
O=C(NCC(c1ccco1)N1CCOCC1)c1ccc(Cl)cc1 (stereo not given)	-0.6%	7.1%	-13.6%	-12.6	10.8%	-4.2	x	-0.1%	-16.4	x	x
Cc1ccc(/C=C2\NC(=S)NC2=O)cc1[N+](=O)[O-]	0.2%	1.9%	7.3%	0.3	-0.9%	15.4	1.0	-0.2%	-8.6	-0.4%	3.9%
CCN(Cc1ccncc1)C(=O)c1ccccc1NS(=O)(=O)c1ccc(F)cc1	3.0%	0.5%	6.9%	0.6	2.9%	8.3	4.8	0.3%	10.9	2.0%	-4.0%
CCc1ccc(NC(=S)N(Cc2cccc(Br)c2)CC2CCC(C(=O)O)CC2)cc1 (stereo not given)	-1.7%	1.8%	0.0%	x	27.5%	12.0	6.5	-0.1%	9.0	5.5%	1.9%
CC1Cc2ccccc2N1C(=O)CSc1nc(N)cc(=O)[nH]1 (stereo not given)	7.6%	x	-15.6%	x	0.4%	x	1.2	-2.3%	x	2.1%	-0.5%
Cc1cc(C)n(CC(=O)N2CCc3ccccc32)c(=O)c1C#N	0.3%	0.4%	-3.1%	-3.4	0.2%	-21.5	-0.6	-0.3%	9.8	x	-2.4%
C/C(CC(=O)N1CCN(C=O)CC1)=N\NC(=O)c1cc2ccccc2cc1O	-8.1%	-0.9%	-5.6%	2.7	-5.3%	9.7	-11.5	-0.6%	-23.4	1.0%	0.3%
COc1ccc(/C=C/C(=O)OC(C)C(=O)c2ccccc2)cc1OC (stereo not given)	-1.4%	-0.7%	2.7%	-0.1	u	-5.0	x	-0.3%	5.0	x	x
O=C1Nc2ccc(S(=O)(=O)N3CCOCC3)c3cccc1c23	x	x	x	-2.4	x	6.8	-7.9	x	-13.0	24.7%	-1.0%
COc1ccc(CC(=O)NCc2ccc3c(c2)OCO3)cc1	0.3%	4.7%	-8.3%	-6.8	u	-9.9	3.8	0.1%	-3.4	-1.7%	3.8%
COc1ccc(C2c3ccc4ccccc4c3Oc3ncn(CCCN(C)C)c(=N)c32)cc1 (stereo not given)	-5.5%	5.2%	-5.7%	-4.8	u	-13.7	1.8	0.5%	-11.4	x	x
CCNC(=S)NNC(=O)c1cc(-c2cc(C)ccc2C)nc2ccccc12	-1.8%	x	-1.9%	26.4	14.0%	0.6	-0.7	13.4%	-1.4	-11.1%	-0.7%
COc1ccc(-c2noc(CCC(=O)NCCCN3CCN(c4ccc(F)cc4)CC3)n2)cc1	1.3%	-15.7%	6.7%	39.8	18.6%	3.2	-0.6	-0.1%	-13.4	1.7%	-0.9%
COC(=O)c1ccc(Cl)c(NC(=O)CSc2nnc(-c3ccncc3)o2)c1	-0.8%	0.6%	-1.7%	14.1	u	-7.2	1.8	0.4%	-1.7	0.6%	-1.1%
CCC1CCCCN1C(=O)CSc1nc(C)cc(C)n1 (stereo not given)	-1.2%	4.3%	8.1%	0.6	-7.6%	-3.6	3.1	0.3%	-5.7	-0.5%	-2.0%
O=C(CCC(=O)c1ccc(F)cc1)NN1C(=O)NC2(CCCCC2)C1=O	2.8%	6.4%	-8.0%	-2.8	10.0%	0.3	x	-0.3%	12.1	x	x
COc1ccc(OC)c(/C=N/NC(=O)c2ccc(Cn3cc([N+](=O)[O-])cn3)o2)c1	2.6%	0.2%	-2.0%	0.1	0.7%	7.3	1.5	-0.2%	6.3	-3.4%	2.5%
Cc1csc(NC(=O)c2cc3c(s2)CCCCC3)n1	-0.2%	-20.5%	-9.5%	-4.4	u	-6.7	-13.2	0.0%	u	-7.5%	0.2%
Cc1cccc(N(C(=O)c2ccco2)C(C(=O)NC2CCCC2)c2cccnc2)c1C (stereo not given)	-0.1%	4.3%	9.9%	4.0	-3.4%	-6.4	-0.4	-0.5%	1.7	0.2%	0.1%
Cc1c(C)c2c(OCC(=O)NCc3ccncc3)cc3c(c2oc1=O)CCC(C)(C)O3	0.6%	-2.7%	7.6%	2.8	5.9%	-13.4	0.7	-1.2%	-12.8	0.6%	x
Cc1nnc(SCC(=O)NC(C)(C)C)n1NCc1c(F)cccc1Cl	0.1%	1.9%	-0.3%	-8.5	-4.9%	-1.8	2.3	-0.1%	27.4	-14.1%	0.9%
Cc1cccc(S(=O)(=O)Nc2ccc(S(=O)(=O)Nc3nccs3)cc2)c1	2.2%	u	-29.3%	-9.2	0.3%	-13.1	x	-0.5%	5.5	x	x
CCC(C)(C)NC(=O)CN(C(=O)CNS(=O)(=O)c1ccc(F)cc1)c1ccc2c(c1)OCCO2	-0.2%	1.4%	15.3%	-0.2	-1.4%	-1.4	1.4	-0.2%	-4.3	-0.5%	9.2%
COc1cc(/C=C/c2c([N+](=O)[O-])c(=O)n(C)c(=O)n2C)cc(OC)c1OC	0.0%	-33.2%	1.4%	7.6	-7.9%	4.3	4.6	-1.0%	10.9	2.7%	2.5%
Cc1cc(=O)oc2cc(OC(=O)c3cncc(Br)c3)ccc12	0.3%	x	-1.1%	3.7	6.6%	2.7	-1.7	0.1%	4.9	-2.4%	7.5%
